KOR beta-arrestin-1 = kappa opioid receptor activators – cell-based, luminescence, uHTS, primary screen (AID 1777); 280,000 tested, 0.02% active; activation, % at 10 µM; hits with a dose series show EC50 in µM; KOR beta-arrestin recruitment, luminescence; higher % means a stronger effect; in the data active means activation above about 50%, passing the limit was not always enough; further: a part of the inactive calls stands beside numbers as strong as those of hits
NOD1 NF-kB reporter = NOD1 signaling inhibitors, primary screen, cell-based, luminescence, uHTS (AID 1578); NOD1-driven NF-kB luciferase reporter cells, luminescence; higher % means a stronger effect; 290,000 tested, 1% active; inhibition, % at 4 µM, or EC50 in µM where a hit was titrated; in the data active means inhibition mostly above about 36%, no sharp cut-off; inactive means mostly below about 34%;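 further: HEK-293T reporter cells stimulated with the NOD1 agonist gamma-tri-DAP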
GPR55 activation = GPR55 agonists via beta-arrestin recruitment, primary screen, imaging, U2OS cells, beta-arrestin-GFP redistribution (AID 1961). U2OS GPR55 beta-arrestin-GFP redistribution imaging; higher % means a stronger effect. activation, % at 10 µM, or EC50 in µM where a hit was titrated. 290,000 tested, 0.048% active;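 active means activation above 40% with more than 50 cells counted in the well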;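 further: U2OS osteosarcoma cells stably expressing GPR55 and beta-arrestin-GFP; plate controls were DMSO negative control for no effect and LPI positive control for full effect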
KOR beta-arrestin-2 = kappa opioid receptor blockers – cell-based, luminescence, uHTS (AID 1778). KOR beta-arrestin recruitment, luminescence, antagonist mode; higher % means a stronger effect. inhibition, % at 10 µM; hits with a dose series show IC50 in µM. 290,000 tested, 0.091% active; in the data active means inhibition above about 50%; further: strong numbers were not always called active
GPR55 LPI antagonism = inhibition of LPI-stimulated GPR55 beta-arrestin translocation – imaging, U2OS, beta-arrestin-GFP, LPI agonist, primary screen (AID 2013). one-dose inhibition, % at 10 µM; IC50 in µM for titrated hits. U2OS GPR55 beta-arrestin-GFP translocation imaging, LPI antagonism; higher % means a stronger effect. 290,000 tested, 0.13% active;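 active means spots per cell inhibited over 60%, with over 100 cells counted and total cytoplasm intensity under 500,000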;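 further: U2OS cells stably carrying GPR55 and arrestin-GFP stimulated by 5 µM LPI near EC80; imaged beta-arrestin-GFP aggregate spots per cell after agonist stimulation; plate controls were LPI-stimulated DMSO wells for no effect and DMSO wells without LPI for full effect; some results filed as inactive read as strong as hits; confirmed hits need IC50 under 10 µM and bright autofluorescent wells are also inconclusive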
NTR1 ag = NTR1-driven beta-arrestin-GFP spot formation – imaging, U2OS cells, high content, primary screen (AID 493036) | P30989 | agonist mode | activation, % at 20 µM | 330,000 tested, 0.17% active;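 active means activation at or above 40% of the spot to cytoplasm intensity ratio, with at least 20 cells analyzed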;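 further: 0% = DMSO without peptide and 100% = 100 nM NTR1 peptide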
Target sequence (P30989 whole entry, looked up): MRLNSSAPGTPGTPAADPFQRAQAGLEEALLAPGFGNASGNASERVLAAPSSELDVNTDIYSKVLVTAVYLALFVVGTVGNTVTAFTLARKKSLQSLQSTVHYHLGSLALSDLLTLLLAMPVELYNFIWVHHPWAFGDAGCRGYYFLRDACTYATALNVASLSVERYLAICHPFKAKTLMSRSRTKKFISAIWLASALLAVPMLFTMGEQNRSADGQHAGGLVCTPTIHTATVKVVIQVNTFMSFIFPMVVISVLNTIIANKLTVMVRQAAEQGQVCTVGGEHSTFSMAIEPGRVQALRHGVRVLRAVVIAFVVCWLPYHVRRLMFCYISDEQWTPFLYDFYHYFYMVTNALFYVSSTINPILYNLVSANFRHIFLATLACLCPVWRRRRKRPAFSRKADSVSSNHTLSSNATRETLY
Rac1 GTP hydrolysis = MgcRacGAP GTPase-activating activity inhibitors, confirmation, biochemical, ADP Hunter fluorescence. AID 624330. one-dose inhibition, % at 30 µM; IC50 in µM for titrated hits. MgcRacGAP-stimulated Rac1 GTP hydrolysis, ADP Hunter fluorescence; higher % means a stronger effect; GST-tagged Rac1 F28L mutant substrate. 340,000 tested, 0.6% active;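 active means first-screen hits whose inhibition reached a set limit at any dose in the follow-up dose series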;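 further: fluorescence reports GDP produced by GAP-driven GTP hydrolysis; strong numbers were not always called active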
UTI89 phage lysis = inhibition of K1F phage lysis, E. coli UTI89, bacterial capsule biogenesis inhibitors, alamar blue (AID 488966). E. coli UTI89 K1F phage lysis, alamar blue, 2 h; higher % means a stronger effect. 340,000 tested, 0.02% active. inhibition, % at 100 µM, or IC50 in µM where a hit was titrated;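 active means phage lysis inhibition, versus mean bacterial control, above a set limit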;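 further: capsule biogenesis inhibitors block K1F phage lysis so surviving cells raise fluorescence; higher fluorescence means more inhibition of phage lysis; actives were called in the ten point dose series up to 300 µM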
GPR35 arrestin U2OS = GPR35 antagonists blocking zaprinast-driven arrestin recruitment, primary screen, imaging, U2OS, beta-arrestin-GFP, zaprinast agonist (AID 2058); U2OS GPR35 beta-arrestin-GFP translocation imaging, zaprinast antagonism; higher % means a stronger effect; inhibition, % at 10 µM, or IC50 in µM where a hit was titrated; 290,000 tested, 0.052% active;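 active means inhibition of at least 50% with at least 30 cells and total cytoplasm GFP at most 10,000,000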
NTR1 ag cell count 20 µM = also measured in NTR1 ag; calls as there; cell count; measured here: cell count, cytotoxicity flag
Numbers without * were called inactive; [ ] = remark or other dose. This is a subset; count on the stated rates, not on these rows.

O=S(=O)(Nc1ccc(-c2cn3c(n2)SCC3)cc1)c1cccs1 was read as KOR beta-arrestin-1 -5.3%, NOD1 NF-kB reporter -36.4%, GPR55 activation 0.0%, KOR beta-arrestin-2 -11.8%, GPR55 LPI antagonism -1.7%, NTR1 ag -0.8, Rac1 GTP hydrolysis 1.5%, UTI89 phage lysis 0.2%, GPR35 arrestin U2OS 4.1% and NTR1 ag cell count 20 µM 75.
For COc1ccc(CNC(=O)CCC(=O)Nc2nnc(C(C)C)s2)cc1 the results were KOR beta-arrestin-1 0.1%, NOD1 NF-kB reporter -4.4%, GPR55 activation 0.0%, KOR beta-arrestin-2 -8.7%, GPR55 LPI antagonism -9.4%, NTR1 ag -1.0, Rac1 GTP hydrolysis 11.1%, UTI89 phage lysis -1.5%, GPR35 arrestin U2OS 12.8% and NTR1 ag cell count 20 µM 51.
`COc1ccc(CN2CCCC(C(=O)Nc3cccc(-n4cnnn4)c3)C2)c(C)c1C` (stereo not drawn) gave KOR beta-arrestin-1 4.9%, NOD1 NF-kB reporter -15.5%, GPR55 activation 0.0%, KOR beta-arrestin-2 -48.9%, GPR55 LPI antagonism 12.6%, NTR1 ag 1.8, Rac1 GTP hydrolysis 5.4%, UTI89 phage lysis 0.2%, GPR35 arrestin U2OS 18.6% and NTR1 ag cell count 20 µM 58.
For O=C1COCC(=O)N1CCc1c[nH]c2ccccc12 the results were KOR beta-arrestin-1 0.0%, NOD1 NF-kB reporter -5.9%, GPR55 activation -0.2%, KOR beta-arrestin-2 -11.4%, GPR55 LPI antagonism -1.4%, NTR1 ag -0.7, Rac1 GTP hydrolysis 12.6%, UTI89 phage lysis 1.1%, GPR35 arrestin U2OS -5.1% and NTR1 ag cell count 20 µM 49.
For CC(C)(C)NC(=O)c1cccc(NC(=O)Cc2cccs2)c1 the results were KOR beta-arrestin-1 0.6%, NOD1 NF-kB reporter -23.2%, GPR55 activation 0.1%, KOR beta-arrestin-2 5.3%, GPR55 LPI antagonism 2.6%, NTR1 ag 0.7, Rac1 GTP hydrolysis 3.5%, UTI89 phage lysis 4.1%, GPR35 arrestin U2OS 6.6% and NTR1 ag cell count 20 µM 53.
COCCn1c(=O)[nH]c(=O)c2c(C(F)(F)F)cc(-c3cccs3)nc21 was read as KOR beta-arrestin-1 -2.3%, NOD1 NF-kB reporter -34.7%, GPR55 activation -0.1%, KOR beta-arrestin-2 0.7%, GPR55 LPI antagonism -5.7%, NTR1 ag 21.7, Rac1 GTP hydrolysis 6.2%, UTI89 phage lysis 1.9%[50 µM], GPR35 arrestin U2OS 2.9% and NTR1 ag cell count 20 µM 78.
`CCn1ncc(C2=NOC(C(=O)Nc3c(C)nn(Cc4ccc(F)cc4)c3C)C2)c1C` (stereo not drawn) gave KOR beta-arrestin-1 -1.1%, NOD1 NF-kB reporter 2.6%, GPR55 activation -0.1%, KOR beta-arrestin-2 7.9%, GPR55 LPI antagonism 5.3%, NTR1 ag 5.9, Rac1 GTP hydrolysis 12.7%, UTI89 phage lysis -0.7%, GPR35 arrestin U2OS 7.4% and NTR1 ag cell count 20 µM 45.
Screening C#Cc1ccc([C@@H]2C=C(C(=O)N3CCOCC3)O[C@H](OCC)[C@H]2CCCO)cc1 returned KOR beta-arrestin-1 5.5%, NOD1 NF-kB reporter 1.1%, GPR55 activation 0.1%, KOR beta-arrestin-2 17.9%, GPR55 LPI antagonism 10.1%, NTR1 ag -0.8, Rac1 GTP hydrolysis 8.8%, UTI89 phage lysis 2.2%, GPR35 arrestin U2OS 10.4% and NTR1 ag cell count 20 µM 60.
Screening COC(=O)CSc1nnc(-c2ccccc2OC)o1 returned KOR beta-arrestin-1 -1.7%, NOD1 NF-kB reporter -23.7%, GPR55 activation 0.2%, KOR beta-arrestin-2 -0.3%, GPR55 LPI antagonism 2.3%, NTR1 ag 0.4, Rac1 GTP hydrolysis 5.3%, UTI89 phage lysis 1.9%, GPR35 arrestin U2OS -6.8% and NTR1 ag cell count 20 µM 68.
`COc1ccc(C(OCC(O)CNCCc2ccc(S(N)(=O)=O)cc2)c2ccc(OC)cc2)cc1` (stereo not drawn) gave KOR beta-arrestin-1 -23.1%, NOD1 NF-kB reporter 3.9%, GPR55 activation 0.4%, KOR beta-arrestin-2 24.9%, GPR55 LPI antagonism 12.5%, NTR1 ag 0.6, Rac1 GTP hydrolysis 13.3%, UTI89 phage lysis 0.1%, GPR35 arrestin U2OS -1.4% and NTR1 ag cell count 20 µM 98.
`Cc1ccc(-n2c(-c3ccccc3)c[nH]c2=S)cc1` gave KOR beta-arrestin-1 5.3%, NOD1 NF-kB reporter -5.2%, GPR55 activation 0.4%, KOR beta-arrestin-2 -7.9%, GPR55 LPI antagonism 1.6%, NTR1 ag 1.6, Rac1 GTP hydrolysis 14.4%, UTI89 phage lysis 0.2%, GPR35 arrestin U2OS 5.1% and NTR1 ag cell count 20 µM 34.
Screening Fc1ccccc1NC(=S)NN(Cc1ccccc1)c1ccccc1 returned KOR beta-arrestin-1 0.9%, NOD1 NF-kB reporter -12.8%, GPR55 activation 0.3%, KOR beta-arrestin-2 -5.9%, GPR55 LPI antagonism 5.9%, NTR1 ag 0.1, Rac1 GTP hydrolysis 13.1%, UTI89 phage lysis 2.5%, GPR35 arrestin U2OS -2.4% and NTR1 ag cell count 20 µM 56.
CC1(C)C(c2cccs2)=[N+]([O-])C2(CCCCC2=O)N1O (stereo not drawn) was read as NOD1 NF-kB reporter 20.6%, GPR55 activation -0.1%, KOR beta-arrestin-2 -2.2%[20 µM], GPR55 LPI antagonism 10.1%, NTR1 ag 0.8, Rac1 GTP hydrolysis 3.6%, UTI89 phage lysis -0.3%, GPR35 arrestin U2OS 11.3% and NTR1 ag cell count 20 µM 46.
Screening CCOc1ccc2nc(SCC(=O)c3ccc(O)cc3O)sc2c1 returned KOR beta-arrestin-1 1.2%, NOD1 NF-kB reporter 51.8%*, GPR55 activation -0.2%, KOR beta-arrestin-2 -22.7%, GPR55 LPI antagonism -2.9%, NTR1 ag 19.7, Rac1 GTP hydrolysis 10.5%, UTI89 phage lysis 0.0%, GPR35 arrestin U2OS -3.5% and NTR1 ag cell count 20 µM 74.
`COc1ccccc1NC1=NCC(=O)N1Cc1ccccc1` gave KOR beta-arrestin-1 3.6%, NOD1 NF-kB reporter -5.8%, GPR55 activation -0.1%, KOR beta-arrestin-2 -34.7%, GPR55 LPI antagonism -13.1%, NTR1 ag -1.1, Rac1 GTP hydrolysis 4.7%, UTI89 phage lysis 1.4%, GPR35 arrestin U2OS -10.7% and NTR1 ag cell count 20 µM 54.
COc1cc(OC)c(C2C3=C(CCCC3=O)Nc3nc4ccccc4n32)cc1OC (stereo not drawn) was read as KOR beta-arrestin-1 2.1%, NOD1 NF-kB reporter 1.9%, GPR55 activation 0.0%, KOR beta-arrestin-2 33.8%, GPR55 LPI antagonism 2.2%, NTR1 ag 2.1, Rac1 GTP hydrolysis 15.0%, UTI89 phage lysis 0.5%, GPR35 arrestin U2OS -4.8% and NTR1 ag cell count 20 µM 48.
Screening COc1cc(NC(=S)N2CCN(C(=O)c3ccco3)CC2)c(OC)cc1Cl returned KOR beta-arrestin-1 3.2%, NOD1 NF-kB reporter -16.2%, GPR55 activation -0.1%, KOR beta-arrestin-2 12.2%, GPR55 LPI antagonism -1.5%, NTR1 ag -2.6, Rac1 GTP hydrolysis 3.1%, UTI89 phage lysis 2.6%, GPR35 arrestin U2OS -4.5% and NTR1 ag cell count 20 µM 46.
`CNC(=S)NCc1ccc2[nH]c(C)cc2c1` gave KOR beta-arrestin-1 0.4%, NOD1 NF-kB reporter -11.5%, GPR55 activation -0.4%, KOR beta-arrestin-2 -34.5%, GPR55 LPI antagonism -1.7%, NTR1 ag -0.4, Rac1 GTP hydrolysis -6.0%, UTI89 phage lysis -1.1%, GPR35 arrestin U2OS -5.0% and NTR1 ag cell count 20 µM 31.
Screening COC(=O)c1ccc2c(c1)N(C)C(=O)CS2 returned KOR beta-arrestin-1 -3.4%, NOD1 NF-kB reporter -20.7%, GPR55 activation 0.0%, KOR beta-arrestin-2 -28.1%, GPR55 LPI antagonism -6.2%, NTR1 ag -1.3, Rac1 GTP hydrolysis 2.5%, UTI89 phage lysis 5.4%, GPR35 arrestin U2OS 3.2% and NTR1 ag cell count 20 µM 65.
For CC(C)Cc1ccc(CN2CCCC(NC(=O)c3ccnn3C)C2)cc1 (stereo not drawn) the results were KOR beta-arrestin-1 2.8%, NOD1 NF-kB reporter -3.2%, GPR55 activation 0.0%, KOR beta-arrestin-2 13.6%, GPR55 LPI antagonism 18.3%, NTR1 ag 0.1, Rac1 GTP hydrolysis 9.4%, UTI89 phage lysis 0.1%, GPR35 arrestin U2OS 5.8% and NTR1 ag cell count 20 µM 65.
For CC1CCN(c2nc3c(c(=O)[nH]c(=O)n3C)n2CCSc2nc3ccccc3o2)CC1 the results were KOR beta-arrestin-1 -2.8%, NOD1 NF-kB reporter -12.6%, GPR55 activation -0.2%, KOR beta-arrestin-2 23.8%, GPR55 LPI antagonism 12.1% and GPR35 arrestin U2OS -12.9%.
`COc1ccccc1NC(=O)Nc1ccc(NC(=O)c2ccccc2O)cc1` gave KOR beta-arrestin-1 -2.0%, NOD1 NF-kB reporter -19.6%, GPR55 activation -0.1%, KOR beta-arrestin-2 2.7%, GPR55 LPI antagonism -0.1%, NTR1 ag 2.8, Rac1 GTP hydrolysis 2.7%, UTI89 phage lysis -0.1%, GPR35 arrestin U2OS 7.3% and NTR1 ag cell count 20 µM 48.
Screening C#CC[N+](C)(C)CC#Cc1ccc(Cl)cc1 returned KOR beta-arrestin-1 0.7%, NOD1 NF-kB reporter -10.4%, GPR55 activation 0.0%, KOR beta-arrestin-2 -1.9%, GPR55 LPI antagonism -8.1%, NTR1 ag -1.0, Rac1 GTP hydrolysis 13.7%, UTI89 phage lysis 0.2%, GPR35 arrestin U2OS 3.7% and NTR1 ag cell count 20 µM 76.
`Cc1ccc(N(CC(=O)Nc2ccccc2C(=O)NCc2ccco2)S(=O)(=O)c2ccccc2)cc1C` gave KOR beta-arrestin-1 0.1%, NOD1 NF-kB reporter 13.7%, GPR55 activation -0.2%, KOR beta-arrestin-2 0.1%, GPR55 LPI antagonism 6.9%, NTR1 ag 2.3, Rac1 GTP hydrolysis 10.4%, UTI89 phage lysis 1.7%, GPR35 arrestin U2OS -6.2% and NTR1 ag cell count 20 µM 64.
Screening COCCN(C(=O)CSc1nncn1-c1ccccc1)c1c(N)n(Cc2ccccc2)c(=O)[nH]c1=O returned KOR beta-arrestin-1 0.0%, NOD1 NF-kB reporter -20.7%, GPR55 activation 0.2%, KOR beta-arrestin-2 -0.6%, GPR55 LPI antagonism 1.8%, NTR1 ag 0.6, Rac1 GTP hydrolysis 9.1%, UTI89 phage lysis 1.8%[50 µM], GPR35 arrestin U2OS -9.6% and NTR1 ag cell count 20 µM 61.

Assay outcomes as filed in PubChem BioAssay.
